M1 ag parental = counter-screen for M1 agonists: effect in parental CHO-K1 cells; actives 0.48% (n = 360,000); activation, % at 3 µM; Fluo-8 calcium fluorescence; scaled to maximal ATP response, vehicle zero; in the data active = activation above about 15%;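 also: untransfected CHO-K1 host cells lacking M1 receptor as counterscreen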
M4 ag = human M4 muscarinic receptor agonists, primary screen, CHO-K1 cells, Fluo-8 calcium fluorescence; activation, % at 3 µM; actives 0.14% (n = 360,000); AID 624127, 2012; Muscarinic acetylcholine receptor M4 (Homo sapiens), P08173; CHO-K1 hM4/Gqi5; vehicle 0%, full acetylcholine response 100%;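 active = activation above the run mean over all test wells plus 3 SD, cut at about 32% in these data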;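 also: peak over basal fluorescence ratio per well then scaled between controls; 0% = DMSO wells and 100% = acetylcholine at EC100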
Target sequence (P08173 whole entry, looked up): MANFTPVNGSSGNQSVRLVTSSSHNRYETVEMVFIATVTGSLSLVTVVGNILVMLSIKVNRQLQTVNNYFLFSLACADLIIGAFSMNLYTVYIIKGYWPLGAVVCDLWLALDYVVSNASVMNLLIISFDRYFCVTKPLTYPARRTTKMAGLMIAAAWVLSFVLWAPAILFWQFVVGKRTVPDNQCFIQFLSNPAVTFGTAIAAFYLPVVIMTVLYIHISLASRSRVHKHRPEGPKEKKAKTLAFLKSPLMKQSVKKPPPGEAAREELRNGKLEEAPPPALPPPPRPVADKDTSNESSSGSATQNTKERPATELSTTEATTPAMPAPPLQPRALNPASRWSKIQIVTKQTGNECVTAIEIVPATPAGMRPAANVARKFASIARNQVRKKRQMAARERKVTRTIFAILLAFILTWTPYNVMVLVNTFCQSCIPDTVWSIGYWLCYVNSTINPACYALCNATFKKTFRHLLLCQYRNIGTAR
CHO parental Ca = ATP-evoked calcium signal inhibitors, parental CHO, primary screen, counter-screen for OX1R antagonist project, cell-based, fluorescence, Fluo-8 calcium dye; parental CHO-K1, ATP-induced calcium, Fluo-8 fluorescence; inhibition, % at 5.6 µM; actives 0.63% (n = 330,000); AID 463079, 2010;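 active = inhibition above that plate's mean sample inhibition plus 3 SD, cut at about 26% in these data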;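 also: 0% = ATP-challenged DMSO wells and 100% = DMSO wells without ATP; some compounds past the cut are filed as inactive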
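Material: parental CHO cells / Compound: single nominal dose of 5.6 µM per compound / Signal: Fluo-8 fluorescence / Replicates: singlicate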
M1 ag = human M1 muscarinic receptor agonists, primary screen, Fluo-8 calcium fluorescence, CHO-K1 cells, HTS | Muscarinic acetylcholine receptor M1 (Homo sapiens), P11229 | CHO-K1 hM1, agonist mode; 0% DMSO, 100% acetylcholine EC100 | activation, % at 3 µM | actives 0.33% (n = 360,000);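 active = activation above the run's mean compound activation plus 3 SD, cut at about 16% in these data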;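 also: peak over basal fluorescence ratio within a 140 s kinetic read after compound addition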
Target sequence (P11229 whole entry, looked up): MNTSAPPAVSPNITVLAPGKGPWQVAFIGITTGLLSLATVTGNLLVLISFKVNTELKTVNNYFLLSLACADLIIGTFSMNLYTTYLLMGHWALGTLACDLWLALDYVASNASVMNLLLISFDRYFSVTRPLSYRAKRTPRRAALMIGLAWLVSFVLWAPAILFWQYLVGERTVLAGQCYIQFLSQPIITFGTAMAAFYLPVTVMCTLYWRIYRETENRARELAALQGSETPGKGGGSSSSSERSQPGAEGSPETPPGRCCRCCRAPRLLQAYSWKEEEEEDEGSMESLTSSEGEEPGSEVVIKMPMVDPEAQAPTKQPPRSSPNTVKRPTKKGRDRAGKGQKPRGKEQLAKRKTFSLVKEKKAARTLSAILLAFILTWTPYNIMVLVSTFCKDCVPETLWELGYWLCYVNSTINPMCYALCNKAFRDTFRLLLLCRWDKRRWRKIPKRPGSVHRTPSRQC
CHRM1 PAM = human M1 muscarinic receptor positive allosteric modulators, primary screen, CHO-K1 cells, Fluo-8 calcium fluorescence, 1536-well. CHO-K1 hM1, ACh EC20; 0% = ACh EC20, 100% = maximal ACh. actives 0.088% (n = 360,000). Muscarinic acetylcholine receptor M1 (Homo sapiens), P11229. activation, % at 3 µM. AID 588819, 2011; in the data active = activation above about 19%, passing the limit was not always enough
OXTR potentiate = human OXTR potentiators, primary screen, fluorescence, CHO-OTR cells, Fluo-8 calcium | actives 0.061% (n = 320,000) | Fluo-8 calcium fluorescence, potentiator mode; 0% = oxytocin EC15, 100% = EC100 | activation, % at 3 µM | Oxytocin receptor (Homo sapiens), P30559;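 active = activation above that plate's cutoff, the mean activation of tested compounds plus 3 SD, cut at about 6.6% in these data, passing the limit was not always enough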;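 also: 100% uses oxytocin at 75 nM as the full agonist control; some results filed as inactive read as strong as hits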
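Assay system: CHO-OTR cells, human receptor / Also added: oxytocin at about EC15, sub-maximal agonist stimulus / Dosing: single dose, 3.0 µM nominal final compound concentration / Incubation: 6 min pre-incubation, 100 s read / Technique: Fluo-8 calcium dye fluorescence / Read-out: % activation vs EC15 and EC100 oxytocin / Benchmarks: EC15 oxytocin low, 75 nM oxytocin high / Replicates: singlicate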
M1 antag = human M1 muscarinic receptor antagonists, primary screen, CHO-K1 cells, Fluo-8 calcium fluorescence, 1536-well. CHO-K1 hM1, ACh EC80 antagonist. inhibition, % at 3 µM. actives 1.3% (n = 360,000);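 active = percent inhibition above its own plate's cutoff, namely the mean of that plate's compound wells plus 3 SD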;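 also: peak over basal fluorescence ratio during 140 s after agonist addition; 0% = ACh EC80 plus DMSO and 100% = DMSO alone without agonist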
CHRM4 antagonist = human M4 muscarinic receptor antagonists, primary screen, CHO cells, Fluo-8 calcium fluorescence; Muscarinic acetylcholine receptor M4 (Homo sapiens), P08173; CHO-hM4 cells, ACh EC80; inhibition, % at 3 µM; actives 0.73% (n = 360,000);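 active = inhibition above its plate's cutoff, the mean inhibition of sample wells plus 3 SD, cut at about 27% in these data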;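 also: 0% = acetylcholine EC80 with DMSO and 100% = DMSO without agonist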
CHO-K1 Ca antag = M1 antagonist counterscreen hit in parental CHO-K1 cells. ATP-induced calcium, Fluo-8 fluorescence. inhibition, % at 3 µM. actives 0.6% (n = 360,000). AID 602250;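 active = inhibition above a per-plate cutoff, the plate's mean sample inhibition plus 3 SD, cut at about 24% in these data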;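 also: 0% = DMSO plus EC80 ATP and 100% = DMSO alone without ATP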
* = called active by the depositor; . = no result given. No enrichment for hits. Share with any hit: about 2.9%.

SMILES	M1 ag parental	M4 ag	CHO parental Ca	M1 ag	CHRM1 PAM	OXTR potentiate	M1 antag	CHRM4 antagonist	CHO-K1 Ca antag
Cc1ccc2c(c1)=C(c1ccccc1)N(O)CC(=O)N=2	0.6	1	-2	2	15	-10	-13	-17	1
Cc1cc(-c2nnc(CCC(=O)NC(C)c3ccc(F)cc3)o2)no1 (stereo not given)	0.8	0	-5	-6	11	-2	-7	1	-7
Nc1nc(SCc2c(Cl)cccc2Cl)n[nH]1	0.2	1	0	-3	6	-5	-6	-3	-9
CC(=O)NCC(=O)N1CCC(n2nccc2NC(=O)CCCc2ccccc2)CC1	0.4	0	.	-2	7	.	-9	-9	-9
CCOCc1[nH]c(=S)[nH]c(=O)c1Cc1ccc(OCC)cc1	0.0	1	1	-6	5	-7	-5	-2	-11
Cc1nnc(-c2cnn(-c3ccccc3)c2N)n1Cc1ccncc1	0.5	0	-10	-3	-3	0	3	8	-2
O=C(O)c1ccc(COc2ccccc2/C=C2\NC(=O)N(Cc3ccccc3)C2=O)cc1	0.2	0	2	0	9	-21	-3	1	-4
COC(=O)c1nnn(-c2nonc2N)c1CSc1ccccn1	0.1	1	-3	-2	2	-6	-19	-8	3
CN(C(=O)c1ccc(NC(=O)Cc2cccc(NC(=O)C3CCCN(C(=O)C4CC4)C3)c2)cc1)C1CC1 (stereo not given)	-0.2	1	.	-3	-5	.	16	-8	-9
Cc1ccc(NC(=O)CCCN2C(=O)/C(=C/C=C/c3ccccc3)SC2=S)cc1	0.1	1	7	-3	5	-16	-3	-8	3
COC(=O)C[N+](C)(C)C/C=C\c1ccccc1	-0.1	1	-4	-15	7	-2	-8	8	-7
Cc1ccc(NC(=O)COc2cccc(Oc3ccccc3)c2)cc1S(=O)(=O)N1CCOCC1	4.8	13	-5	-2	-6	-3	10	21	4
COc1ccc(S(=O)(=O)N2CCCC2)c(Cl)c1Cl	0.1	2	-20	-11	9	3	6	-4	9
Cc1nn(C)c(C(=O)NNC(=S)NC2CCCCC2)c1Cl	4.4	4	-3	-3	6	0	-5	2	-6
CCN(CC(=O)Nc1c(F)cccc1F)C(=O)CCN1C(=O)C2CCCCC2C1=O (stereo not given)	1.5	1	3	-2	12	-8	-9	-4	-5
CC(C)(C)c1ccc(S(=O)(=O)Nc2ccc(C(=O)N3CCCC3)cc2)cc1	4.6	6	.	1	6	.	4	5	0
COc1ccc(NC(=O)CN2C(=O)C(C)Oc3ccc(C)cc32)cc1 (stereo not given)	0.3	1	-15	0	19	-10	-26	-1	14
CC(OC(=O)COc1ccc(C#N)cc1)C(=O)Nc1ccc(Cl)cn1 (stereo not given)	1.1	1	-2	-4	11	-9	-21	2	5
Cc1ccc[n+](CC2OCc3ccccc3CO2)c1	-0.3	1	1	-10	2	1	5	5	0
CCOC(=O)c1cnc(SCC(=O)NCc2ccco2)nc1N	0.3	0	-2	-3	11	-1	-8	9	-4
Cc1nc2ccccc2n1C1CC(=O)N(N(C)C)C1=O (stereo not given)	0.2	1	4	-2	11	-2	-13	-3	-15
Cc1[nH]c2ccc(C(=O)NC3CCC(C)CC3)cc2c1C (stereo not given)	-0.2	0	-17	-3	17	-7	-19	-1	-2
CC1(C(=O)NS(=O)(=O)c2cccc(C#N)c2)CCN1C(=O)c1ccco1 (stereo not given)	-0.3	0	.	-1	-5	.	23	5	6
C=CCc1c(C)nc(SC)nc1Nc1ccc(C)cc1	-0.8	-3	-35	-7	2	-2	-1	-9	-10
COc1ccc(CCN(Cc2ccccn2)C(=S)Nc2ccccc2F)cc1OC	0.9	5	-5	-3	4	-10	-5	-13	-5
c1ccc(CNC2=NCCCCC2)cc1	0.2	2	-10	-12	-6	1	8	9	-7
O=C(O)c1ccc(S(=O)(=O)c2ccc3c(c2)C(=O)N(NC(=O)c2ccccc2)C3=O)cc1	0.0	1	-8	-5	4	-4	-6	-1	-8
COc1ccc(Nc2c3c(nc4ccc(C)cc24)CCC3)cc1	3.4	3	-18	-6	14	-9	-15	1	-13
O=C1Cc2cc(S(=O)(=O)N3CCN(c4ccc(C(=O)O)cc4)CC3)ccc2N1	4.1	1	.	0	3	.	-3	-2	4
Cc1ccc2nc(C3CCCCC3)[nH]c2c1	0.4	-1	-17	-9	7	0	-10	-5	-13
CCCCC(CC)C(=O)Nc1ccc(S(=O)(=O)N2CCCC2)cc1 (stereo not given)	2.6	2	-11	-3	9	-10	-15	5	-5
CNS(=O)(=O)c1cc(Br)ccc1S(=O)c1ccccc1C(=O)O (stereo not given)	0.4	1	-10	-4	12	-2	-14	3	5
Cc1cccc(C)c1NC(=O)C(c1ccc([N+](=O)[O-])cc1)N(C)C(=O)c1ccccn1 (stereo not given)	0.7	0	-12	-3	10	-8	-7	9	-7
Cc1ccc(NC(=O)c2cccc(N3C(=O)C4C5CCC(C5)C4C3=O)c2)c(C)c1 (stereo not given)	2.8	21	-13	-1	7	-6	-6	-1	-6
N/C(=N\c1nc2c(c(=O)[nH]1)CCCC2)Nc1ccccc1	-0.3	0	-4	-2	1	-4	7	10	12
COc1ccc(-n2c(C)nnc2SCC(=O)NC2CC2)cc1	-0.2	0	-5	-5	7	-9	2	12	-9
CCOC(=O)C1=C(CC)Nc2ccccc2N=C1N	0.0	2	8	-7	2	0	-2	-14	-8
O=C(COc1ccccc1Cl)Nc1ccc2c(c1)C(=O)NC2=O	0.7	2	-11	-1	6	-11	-11	2	7
CC(C)(C)n1nc2c(c1NC(=O)c1ccco1)CS(=O)C2 (stereo not given)	0.4	0	6	1	-3	-5	2	3	-4
CS(=O)(=O)c1cnc2c(-c3ccc(F)cc3)cnn2c1N	1.1	2	8	-5	-2	4	-4	8	4
Cc1ccc(C(C)C)c(OCc2n[nH]c(=S)o2)c1	1.3	1	-9	-7	7	-13	-6	-10	-15
COc1cccc(NC(C)C(=O)Nc2cc([N+](=O)[O-])ccc2Cl)c1 (stereo not given)	0.1	3	3	-3	10	-14	-8	1	-5
COc1ccc(CCN2C(=O)c3cccnc3C2=O)cc1OC	-0.5	0	-6	-3	1	-12	-14	5	12
COC(=O)CCC(=O)OC1(C)C(=O)C=C2C=C(C3CC3)N(CCc3ccccn3)C=C2C1=O (stereo not given)	0.7	0	-7	-4	0	-6	1	2	-11
COc1cc2c(c(OC)c1OC)-c1ccc(NC(=O)c3ccccc3)c(=O)cc1[C@@H](NC(C)=O)CC2	-0.3	1	.	2	14	.	-13	-10	-2
COc1cccc(-c2nnc(NC(=O)Cc3cccs3)s2)c1	0.0	2	-10	-1	2	-5	-21	-2	8
Cc1ccc2nc(SCC(=O)Nc3ccc(F)cc3)nc(=O)n2c1	1.7	2	-6	0	1	1	-1	-4	-1
Cc1ccc(S(=O)(=O)n2nc(-c3ccco3)nc2SCc2ccccc2)cc1	-0.1	0	-12	-2	2	-5	2	-1	-1

The last 2 records of the part above lead into the next:
SMILES	M1 ag parental	M4 ag	CHO parental Ca	M1 ag	CHRM1 PAM	OXTR potentiate	M1 antag	CHRM4 antagonist	CHO-K1 Ca antag
Cc1ccc2nc(SCC(=O)Nc3ccc(F)cc3)nc(=O)n2c1	1.7	2	-6	0	1	1	-1	-4	-1
Cc1ccc(S(=O)(=O)n2nc(-c3ccco3)nc2SCc2ccccc2)cc1	-0.1	0	-12	-2	2	-5	2	-1	-1
O=C(CN(C(=O)c1ccc(Cl)cc1)C1CCCCC1)Nc1ccc(Cl)c([N+](=O)[O-])c1	-0.5	-1	-10	-1	2	-2	-8	-22	-10
Cc1c(Cl)cccc1NC(=O)CCCN1C(=O)c2cccnc2C1=O	-0.6	1	-11	-1	3	-7	-4	2	-1
COc1cc(C(=O)NCCNc2nc3c(C)cccc3cc2C#N)cc(OC)c1OC	-0.1	0	.	-3	6	.	-12	-4	-6
CN1CCN(NC(=O)c2ccc(F)cc2)CC1	0.6	2	8	0	9	-7	-7	-6	-16
Cc1ccc(S(=O)(=O)N[C@@H](Cc2ccccc2)C(=O)N2CCC(C(=O)N[C@@H](CCC(N)=O)C(=O)O)CC2)cc1	1.1	0	-8	-4	0	-1	-2	-3	-10
CCc1nc(C)ccc1OCC(=O)O	0.6	1	-2	-2	6	-5	-13	-5	-5
O=C(O)c1cccnc1SC1CC(=O)N(c2ccc(OC(F)F)cc2)C1=O (stereo not given)	0.2	0	8	-2	-2	3	7	8	-11
O=C(O)c1sccc1S(=O)(=O)c1ccccc1	-0.2	0	1	-3	0	-9	-8	-2	0
COc1cc(C(=O)NCCCN2CCCC2=O)ccc1OCc1ccc(Cl)cc1Cl	0.7	7	.	-4	-8	.	8	4	4
COc1cccc(C(=O)Nc2ccc3ccccc3c2)c1	0.8	1	1	-2	14	-3	-12	-6	0
COc1ccc(-n2nc(C(=O)NCC(=O)NCCCN3CCCCCC3)c3ccccc3c2=O)cc1Cl	-0.1	1	-8	0	-23	-21	50*	32*	-20
O=C(NCc1ccco1)C1CCCN(S(=O)(=O)c2ccccc2)C1 (stereo not given)	0.3	1	-12	-4	1	-4	-5	4	-5

Random excerpt: three records from the list.
SMILES	M1 ag parental	M4 ag	CHO parental Ca	M1 ag	CHRM1 PAM	OXTR potentiate	M1 antag	CHRM4 antagonist	CHO-K1 Ca antag
CN1CCN(NC(=O)c2ccc(F)cc2)CC1	0.6	2	8	0	9	-7	-7	-6	-16
CCc1nc(C)ccc1OCC(=O)O	0.6	1	-2	-2	6	-5	-13	-5	-5
COc1ccc(-n2nc(C(=O)NCC(=O)NCCCN3CCCCCC3)c3ccccc3c2=O)cc1Cl	-0.1	1	-8	0	-23	-21	50*	32*	-20

Additional entries.
SMILES	M1 ag parental	M4 ag	CHO parental Ca	M1 ag	CHRM1 PAM	OXTR potentiate	M1 antag	CHRM4 antagonist	CHO-K1 Ca antag
COc1cccc(NC(=O)COc2cccnc2[N+](=O)[O-])c1	0.0	3	-11	-7	8	1	-8	-10	10
CCc1ccc(-n2c(=O)c3ccccc3n3c(=S)[nH]nc23)cc1	0.0	0	-2	-1	9	-1	-7	4	2
COC(C[C@@H](O)CC(=O)[C@H](C)OCc1ccccc1)OC	0.3	1	.	-1	9	.	-9	-12	-11
COc1ccc(C2(C)C(C#N)C(=O)NC(=O)C2C#N)cc1 (stereo not given)	1.5	0	.	0	10	.	-13	-9	-11
O=c1c2c3c(sc2nc2n1CCC2)CCCC3	0.1	-1	-4	-7	6	-4	-14	0	-10
CCN(C(=O)c1c(OC)cccc1OC)c1nnc(-c2cccnc2)s1	-0.5	-1	-18	1	12	-2	-18	2	3
CCOc1ccc(NC(=O)C2CCN(c3nnnn3-c3ccccc3)CC2)cc1	1.3	4	-15	-2	14	-4	-17	-13	-14

Assay outcomes as filed in PubChem BioAssay.
